Source: PubChem BioAssay
LEDGF integ inh – blocks HIV-1 LEDGF/p75-dependent DNA integration | TR-FRET IN-LEDGF/p75 DNA integration, Eu/Cy5 | inhibition, % at 3.7 µM | hit rate 0.64% among 370,000;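 active = inhibition above the screen-wide mean plus 3 SD, cut at about 13% in these data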;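 also: signal is the Cy5 over europium emission ratio at 671 and 618 nm; 0% = plate median of compound wells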
MBD2 DNA inh – inhibitors of human MBD2 binding to methylated oligonucleotide. inhibition, % at 4.4 µM. AID 686964. TR-FRET. hit rate 0.31% among 370,000; in the data active = inhibition above about 13%
TDP2 absorb – blocks human TDP2 phosphodiesterase activity | hit rate 0.34% among 370,000 | recombinant TDP2, T5PNP hydrolysis, p-nitrophenol absorbance 415 nm | AID 720702 | inhibition, % at 12.8 µM | O95551;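 active = inhibition above the mean of all tested compounds plus 3 SD, set per campaign, cut at about 25% in these data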;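 also: 0% = DMSO with enzyme and 100% = buffer with substrate but no TDP2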
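Evaluation: % inhibition relative to enzyme-containing and enzyme-free wells. Material: recombinant human TDP2. Benchmarks: enzyme-free and DMSO wells. Timing: enzyme reaction with compound for 2 h at 37 °C. Compound dosing: 12.8 µM only. Measured by: p-Nitrophenol epi absorbance. Reagent: T5PNP substrate at 5 mM, a TopII-DNA adduct mimic. Replication: single well per compound.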
SIAE inh – inhibitors of human sialic acid acetylesterase SIAE | SIAE FP-Rh probe binding, fluorescence polarization | hit rate 0.69% among 370,000 | inhibition, % at 9.66 µM | Q9HAT2;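 active = inhibition above a cutoff: mean of compounds within the control limits plus 3 SD of those, cut at about 17% in these data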;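 also: 0% = plate median of compound wells and 100% = probe without SIAE protein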
Target sequence (Q9HAT2 whole entry, looked up): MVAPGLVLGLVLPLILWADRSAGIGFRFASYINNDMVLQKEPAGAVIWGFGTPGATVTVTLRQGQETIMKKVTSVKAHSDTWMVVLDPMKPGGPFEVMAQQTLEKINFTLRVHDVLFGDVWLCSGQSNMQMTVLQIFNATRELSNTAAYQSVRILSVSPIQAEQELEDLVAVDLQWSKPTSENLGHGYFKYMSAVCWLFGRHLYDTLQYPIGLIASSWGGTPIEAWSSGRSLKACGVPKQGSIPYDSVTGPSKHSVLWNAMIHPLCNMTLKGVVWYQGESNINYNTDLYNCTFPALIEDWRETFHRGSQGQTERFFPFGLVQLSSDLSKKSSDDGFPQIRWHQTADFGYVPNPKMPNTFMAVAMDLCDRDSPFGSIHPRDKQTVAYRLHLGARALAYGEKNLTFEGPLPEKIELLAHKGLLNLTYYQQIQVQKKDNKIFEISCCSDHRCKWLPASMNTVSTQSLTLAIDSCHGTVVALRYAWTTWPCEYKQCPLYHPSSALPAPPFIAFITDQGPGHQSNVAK
TCR CD3 inh – blocks the human TCR-CD3 interaction; TAMRA-labeled TCR probe fluorescence, biochemical; inhibition, % at 9.4 µM; hit rate 0.37% among 360,000; AID 651800; in the data active = inhibition above about 19%;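 also: recombinant mutant TCR 2C K166C tagged with TAMRA read by polarization; 0% = receptor in buffer alone and 100% = receptor with positive control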
HTRA1 inhibitor – inhibitors of human serine peptidase HTRA1. recombinant HTRA1, FP-rhodamine activity-based probe, fluorescence polarization. inhibition, % at 5.96 µM. hit rate 0.5% among 340,000; in the data active = inhibition above about 36%;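 also: 0% = enzyme with DMSO and 100% = wells lacking enzyme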
ABHD4 inh – inhibits mouse alpha/beta hydrolase domain 4; Q8VD66; purified mABHD4, FP-Rh probe fluorescence polarization; inhibition, % at 8.92 µM; hit rate 0.54% among 370,000; AID 720543;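 active = inhibition exceeding the mean over every tested compound plus 3 SD, cut at about 30% in these data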;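 also: 0% = plate median of compound wells and 100% = S159A mutant with DMSO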
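system = mouse ABHD4 enzyme, wild type | medium = HEPES pH 7.0, NaCl, Pluronic buffer | also added = FP-Rh probe | incubation = Enzyme–compound pre-incubation 45 min, then probe 60 min, both 25 °C | technique = fluorescence polarization, excitation 525 nm, emission 598 nm, BODIPY TMR filters | controls = S159A mutant high control, sample median low control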
rCAG RNA binder – binds r(CAG) RNA repeats. hit rate 1.3% among 370,000. inhibition, % at 3 µM. r(CAG) RNA repeat, TO-PRO-1 dye displacement fluorescence;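 active = inhibition above the plate cutoff, the mean of all test compounds on that plate plus 3 SD, cut at about 35% in these data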;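 also: 0% = DMSO alone and 100% = 100 µM mitoxantrone as full dye displacement; higher means more dye released from RNA so lower well fluorescence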
NPR2 activator – GC-B (human) receptor activation; P20594; HEK293-GC-B cells, CNP EC30, cGMP TR-FRET; 0% at EC30 CNP, 100% saturating CNP; activation, % at 10 µM; hit rate 0.11% among 370,000; AID 1920062;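 active = activation at 10 µM reaching about 35% in either raw or pattern-adjusted values, limit read from the data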
PRMT1 inh – blocks human protein arginine methyltransferase 1; recombinant PRMT1, activity-based probe fluorescence polarization; inhibition, % at 2.79 µM; Q99873; hit rate 1.3% among 370,000;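 active = inhibition above about 21% made by adding two undisclosed values, limit read from the data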
Target sequence (Q99873 whole entry, looked up): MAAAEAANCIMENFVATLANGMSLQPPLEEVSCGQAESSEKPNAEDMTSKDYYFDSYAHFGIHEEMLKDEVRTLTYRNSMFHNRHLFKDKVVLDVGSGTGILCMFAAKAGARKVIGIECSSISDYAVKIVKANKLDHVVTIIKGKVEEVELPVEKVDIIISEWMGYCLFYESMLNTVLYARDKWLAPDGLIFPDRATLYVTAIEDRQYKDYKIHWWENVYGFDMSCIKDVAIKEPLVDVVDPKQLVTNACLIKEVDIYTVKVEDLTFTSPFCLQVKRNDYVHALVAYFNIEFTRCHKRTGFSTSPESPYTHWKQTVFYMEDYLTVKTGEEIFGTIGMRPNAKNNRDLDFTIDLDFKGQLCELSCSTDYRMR
Active calls of the source: *; . = no result given. These rows are one share of the data; the hit share may differ from the screen's.

SMILES	LEDGF integ inh	MBD2 DNA inh	TDP2 absorb	SIAE inh	TCR CD3 inh	HTRA1 inhibitor	ABHD4 inh	rCAG RNA binder	NPR2 activator	PRMT1 inh
OCC(O)CSc1nc(-c2ccccc2)nc2c1CCC2 (stereo unspecified)	2	3	10	-3	0	0	-2	-1	-1	-5
COCCNC(=S)Nc1ccc2[nH]c(=O)[nH]c2c1	2	-1	-10	-1	-5	4	2	2	1	2
C[C@H](CO)N1C[C@H](C)[C@@H](CN(C)C(=O)c2cccnc2)Oc2ncc(Br)cc2C1=O	2	-2	5	-1	-4	3	0	2	2	-1
CC1CC(C)CN(Cc2nc3c(c(=O)n(C)c(=O)n3C)n2CCN2CCOCC2)C1 (stereo unspecified)	2	2	-6	-2	-1	0	-6	-7	-1	1
Cc1cccc(Cn2c(N3CCN(C)CC3)nc3c2c(=O)n(C)c(=O)n3C)c1	-4	10	6	9	5	9	5	-9	-3	7
COc1ccc(Cl)cc1NC(=O)CN(C)CC(=O)Nc1c(C)n(C)n(-c2ccccc2)c1=O	5	-8	10	13	4	10	-1	0	4	-2
COc1ccc(-c2nc(CN3CCC(C(=O)N4CCOCC4)CC3)c(C)o2)c(OC)c1	3	-5	-9	-1	-4	1	-1	-4	5	-4
O=C1c2cccc3cccc(c23)C(=O)N1OS(=O)(=O)c1ccc(Br)cc1	1	-1	-4	1	-2	5	4	5	-6	1
Cc1ccc(C(=O)N/C(=C/c2cccs2)C(=O)NCCCn2ccnc2)cc1	-1	2	8	0	5	3	-2	-2	4	-3
COc1ccc(O)c(C(=O)c2cnn(-c3ccccc3)c2)c1	1	5	5	4	13	-17	1	3	0	3
CCOc1ccc(S(=O)(=O)N(CC(=O)Nc2cccnc2)c2ccc(F)cc2)cc1	1	5	-4	4	3	-7	-4	-1	0	3
CCc1nc2nc(C)c(NS(=O)(=O)c3ccc(Cl)s3)c(=O)n2[nH]1	1	0	-4	2	-4	8	7	1	4	-10
O=C(COc1ccc(Cl)cc1Cl)N/N=C/CCc1ccccc1	0	1	-9	6	5	-7	-3	-1	1	-2
OC(CNCc1ccncc1)c1ccccc1 (stereo unspecified)	-1	-5	5	-1	2	4	1	1	0	1
O=C(Nc1ccc2ccccc2c1)c1ccccc1Cl	0	2	8	-7	-1	-19	-9	4	2	-1
CCOc1ccccc1C(=O)NCC(=O)OCCCOC(=O)CNC(=O)c1ccccc1OCC	-4	4	-2	-8	-5	-6	7	-7	1	2
CCOC(=O)C1(Cc2ccccc2)CCN(Cc2cccc3c2OCO3)CC1	-4	0	3	-3	0	-1	5	-9	-10	2
CN(CC(=O)Nc1ccc(S(N)(=O)=O)cc1)C1CCCCC1	-1	1	12	4	7	6	6	1	2	-2
CC[C@@]1(O)C(=O)OCc2c1cc1n(c2=O)Cc2cc3c(CN(C)C)c(O)ccc3nc2-1	3	-7	2	12	13	7	12	-50	14	107*
CN(C)/C=C/C(=O)c1cnc(-c2cccc(Cl)c2)s1	4	1	-1	-9	-7	-67	-1	7	.	-2
CC1CCC2(CC1)NC(=O)N(CC(=O)Nc1ccc3c(c1)OCCO3)C2=O (stereo unspecified)	-3	0	-7	0	1	4	5	-4	6	-1
CCCCNS(=O)(=O)CC1NCc2ccccc21 (stereo unspecified)	8	-8	-8	4	.	.	-4	7	-5	-1
CSc1nnc(C(C)(C)C)c(=O)n1/N=C/c1c(O)ccc2ccccc12	1	2	6	3	0	5	-1	3	-3	-1
O=C1CCC(C(=O)Nc2cccc(S(=O)(=O)N3CCOCC3)c2)N1 (stereo unspecified)	-4	1	4	-1	-5	-2	-2	-2	6	3
COc1cccc(C(=O)CSc2nnc(CNc3nc(-c4ccccc4)cs3)n2C)c1	1	-2	9	1	5	-16	1	4	-3	4
S=c1[nH]c2cc(Cl)c3cccnc3c2o1	4	-3	6	6	3	28	8	9	-4	8
C=CCN=c1scc(-c2ccc(F)cc2)n1/N=C/c1ccccn1	-1	5	-4	4	3	-6	3	-5	-3	2
COc1ccc(S(=O)(=O)N2CCCC2CNC(=O)C(=O)NCc2ccccc2)cc1 (stereo unspecified)	-3	4	-9	-6	2	-4	2	0	1	5
CCCCc1ccc(NC(=O)CSc2nc(=O)n3cc(C)ccc3n2)cc1	0	4	0	-16	3	-8	-3	0	-6	4
CCOC(=O)c1c(N/C=C(\C#N)c2nc(-c3ccc(OC(C)=O)cc3)cs2)sc2c1CCC2	-5	-2	-9	1	-13	-2	6	-2	4	3

Brought forward from above: 2 compounds, followed by the next part.
SMILES	LEDGF integ inh	MBD2 DNA inh	TDP2 absorb	SIAE inh	TCR CD3 inh	HTRA1 inhibitor	ABHD4 inh	rCAG RNA binder	NPR2 activator	PRMT1 inh
CCCCc1ccc(NC(=O)CSc2nc(=O)n3cc(C)ccc3n2)cc1	0	4	0	-16	3	-8	-3	0	-6	4
CCOC(=O)c1c(N/C=C(\C#N)c2nc(-c3ccc(OC(C)=O)cc3)cs2)sc2c1CCC2	-5	-2	-9	1	-13	-2	6	-2	4	3
CC(=O)Oc1ccc(C2OC(=O)c3ccccc3N2C(C)=O)cc1 (stereo unspecified)	2	2	-23	8	-8	2	4	2	9	-2
Cc1cc(C)n2nc(SC(C)C(=O)N3CCOCC3)nc2n1 (stereo unspecified)	3	-2	-13	3	-12	8	-2	1	-2	-2
COc1ccccc1-c1c(C(F)(F)F)oc2c(CN(C)C)c(O)ccc2c1=O	7	3	-2	2	4	3	-2	-2	6	-4
COc1cccc(C(=O)OCC(=O)NC(C)CCc2ccccc2)c1O (stereo unspecified)	-3	3	6	-2	-1	-4	3	-2	1	0
CC(C)(C)c1cc(C(=O)NCCCn2ccnc2)cc(C(C)(C)C)c1	7	2	-5	2	6	-8	0	-11	-4	1
Cc1ccc(-n2c(SCC(=O)O)nc3sc4c(c3c2=O)CC(C)(C)SC4)cc1	-5	2	7	0	-5	2	3	-3	-1	-2
CC(=O)Nc1cccc(C(=O)OCc2ccc([N+](=O)[O-])cc2)c1	7	-1	-6	-6	-1	-2	-10	6	-9	-2
O=C(CCCOc1ccccc1)NNC(=O)c1ccc(Cl)cc1	3	2	-6	-4	4	-5	5	0	3	-10
CCn1ccnc1CN(C)Cc1cn[nH]c1-c1ccc(F)cc1F	-1	-1	-3	-2	9	-5	-3	-3	0	-4
CN(C)S(=O)(=O)c1ccc(C(=O)Nc2nnc(SCC(=O)NCC3CCCO3)s2)cc1 (stereo unspecified)	-2	-4	1	2	7	10	1	10	0	9
O=C(N/N=C\C=C\c1ccc2c(c1)OCO2)C1COc2cc3ccccc3cc2O1 (stereo unspecified)	2	-2	7	-6	0	-32	1	10	-7	-2
CCOC(=O)N1CCN(C(=O)c2cc(-n3cnnc3)ccc2Cl)CC1	-1	2	0	-3	-7	0	5	-2	4	2
CCCN(C(=O)c1cccc(-n2cccc2)c1)c1c(N)n(Cc2ccccc2)c(=O)[nH]c1=O	3	10	-2	2	15	-8	-2	10	3	0
O=C(COC(=O)c1cncc(Br)c1)NCc1ccco1	16*	14*	-8	4	6	-8	1	17	-4	18
COC(=O)c1ccsc1NS(=O)(=O)c1ccccc1	1	6	4	11	2	11	19	29	-2	4
COC(=O)CN1C(=S)N(c2ccc(OC)cc2)C(=O)/C1=C/c1ccc(N2CCOCC2)cc1	0	-3	-13	-7	1	-4	-6	5	7	-4
CSC1=NCCN1C(=O)Cc1cccc2ccccc12	0	-3	-4	-4	-1	-1	1	-3	2	5
Cc1cc(NC(=O)CSc2nc3ccccc3[nH]2)no1	-3	-4	-6	0	8	-6	0	1	0	0
CCC1CCCCN1C(=O)COc1cc(=O)n(C)c2ccccc12 (stereo unspecified)	5	0	8	-6	6	7	-4	-4	-6	-2
Cc1ccc(SCC(=O)Nc2cccc(-c3nnc(-c4ccco4)o3)c2)cc1	-1	3	-12	-19	-1	-48	-9	10	-2	2
COc1cc(/C=N/N2C(C)CCCC2C)cc(Br)c1O (stereo unspecified)	-1	-7	9	4	4	7	2	3	1	0
O=C(Nc1cccnc1)c1ccccc1F	5	-1	10	1	-5	5	6	-1	1	-1
CSC1=NC2C(N1)N(C)C(=O)N2C (stereo unspecified)	35*	1	8	6	-5	9	3	0	1	-1
Cc1ccc(C2C(C#N)=C(N)N(c3ncn[nH]3)C3=C2C(=O)CC(C)(C)C3)cc1 (stereo unspecified)	-3	4	-9	-2	3	1	2	2	-4	2
CCCc1nc2c3ccccc3ccn2c1Cc1ccccc1OC	3	1	-3	-3	8	.	-2	6	0	0
COC(=O)c1cc(NC(=O)c2cc(C(C)(C)C)nn2Cc2cccc(C)c2)ccc1N1CCOCC1	-1	2	-2	7	1	2	-16	-1	6	0
COc1ccc(OC)c(S(=O)(=O)Oc2ccc(N)c3ccccc23)c1	14*	-10	33*	-2	-9	5	16	14	-1	19
COc1ccc(S(=O)(=O)N2CCc3ccccc32)cc1C(=O)Nc1cc(S(C)(=O)=O)ccc1Cl	-3	-2	-3	-10	11	9	-2	10	2	0
O=C(NC1CC2CCCC(C1)N2Cc1ccccc1)C1CCCCC1 (stereo unspecified)	2	0	2	1	-8	2	2	0	-4	-4
O=C(OCc1ccc(Cl)cc1)c1ccccc1C(=O)c1ccccc1	-1	3	9	-8	-5	-17	-13	-3	-4	1
CCCCN1C(=O)/C(=C2/Sc3ccccc3N2C)S/C1=N\c1ncn[nH]1	3	-5	-2	13	-8	7	4	7	10	-2
CC(C)CC1NC(=O)c2ccc(Cl)cc2-n2c1nc1ccc(F)cc1c2=O (stereo unspecified)	-5	0	-9	-4	11	.	-7	-2	2	0
O=C(/C(C=Nc1cccc(C(F)(F)F)c1)=C(/O)c1ccco1)C(F)(F)F	0	3	-19	-4	4	6	-11	2	0	-3
C[C@H]1C(=O)N(C)CCN1C(=O)c1ccccc1OC1CCN(S(C)(=O)=O)CC1	6	0	1	6	2	8	0	-3	-5	-1
C/C(=N\NC(=O)c1ccc(CN2CCOCC2)cc1)c1ccc([N+](=O)[O-])cc1	-1	-5	1	-3	8	10	7	0	5	-3
CCCn1c(SCC(=O)Nc2ccccc2C(=O)NC2CC2)n[nH]c1=O	3	0	-17	-1	-1	3	-8	-1	-2	-7
CC(C)Cc1csc(NC(=O)c2ccccc2Cl)c1C(=O)O	0	3	3	7	10	-2	0	6	1	-1
O=C(NCc1ccco1)c1cc([N+](=O)[O-])cc([N+](=O)[O-])c1	-2	-1	8	-4	-1	5	-2	-1	-6	1
CC(C)Oc1ccccc1OC1(C)CCN(Cc2ccc(OC(F)(F)F)cc2)C1 (stereo unspecified)	0	2	0	-1	-10	.	0	-3	5	3
Oc1ccc(-c2cc(-c3ccc(O)cc3)nc(-c3ccccc3)n2)cc1	4	-4	8	-73	6	-80	-55	65*	-4	0
COCCCN(C(=O)c1ccco1)c1nc(-c2cc(OC)ccc2OC)cs1	3	-3	-1	3	8	-31	10	-2	-3	1
COC(=O)c1cn(C(=O)c2ccccc2)c2ccccc12	2	-1	-2	1	0	1	-2	0	4	-4
Cc1ccc(SCCN2CCN(C)CC2)cc1	2	-2	10	-4	0	-22	1	0	1	-1
